# Source: PubChem BioAssay
# ATXN viability – Viability Counterscreen for Primary qHTS for Inhibitors of ATXN expression; Potency, µM (doses to about 56.7 µM), hits mostly cytotoxic; S2 cells (HEK-293 line with an ATXN2-luciferase reporter) viability, CellTiter-Fluor protease fluorescence, 24 h; AID 651635, 2014; actives 0.49% (n = 400,000); further: potency means the concentration at half of the fitted maximal effect; nearly all actives have a fitted effect of over 40% in size
# ATXN2 expr inh – Primary qHTS for Inhibitors of ATXN expression; HEK-293 ATXN2-luciferase reporter, luminescence, 24 h; Potency, µM (top dose mostly 57 µM), for inactives: top-dose activity change, negative = inhibition, hits mostly inhibitors; actives 0.72% (n = 360,000); AID 1745845, 2022; further: potency means the concentration at half of the fitted maximal effect; on the % scale 0 is the no-effect control and ±100 the full control effect; nearly all actives have a fitted effect of over 55% in size
#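 qHTS (up to 57 uM final) was run with 24 h compound exposure of reporter cells at 37 °C. Each well was multiplexed: SteadyGlo luminescence measured ATXN2-luciferase expression after a fluorogenic Gly-Phe-AFC viability readout (25 uM final).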
# MCF10A rereplic – A quantitative high throughput screen for small molecules that induce DNA re-replication in MCF 10a normal breast cells. MCF 10A DNA re-replication, Hoechst nuclear intensity, 48 h. Potency, µM (titrated, usually from 46.1 µM), for the others: top-dose activity, positive = re-replication, usual class: activators. actives 2.9% (n = 350,000); further: potency means the concentration at half of the fitted maximal effect; % of control where 0% means no effect; nearly all actives have a fitted effect of over 50% in size
# SW480 rerep – A quantitative high throughput screen for small molecules that induce DNA re-replication in SW480 colon adenocarcinoma cells; actives 1.8% (n = 340,000); SW480 DNA re-replication, Hoechst DNA content imaging, 48 h; Potency, µM (titrated, usually from 46.1 µM), inactives show at the highest dose re-replication activation, most hits filed as activators; further: potency means the concentration at half of the fitted maximal effect; % of control where 0% means no effect; nearly all actives have a fitted effect of over 55% in size
#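 DNA re-replication was detected as more nuclei of elevated Hoechst intensity after 48 hr exposure to compound (23 nL pinned per well of 250 cells).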
# HT1080-NT tox – qHTS for induction of synthetic lethality in tumor cells producing 2HG: qHTS for the HT-1080-NT fibrosarcoma cell line; HT-1080-NT fibrosarcoma viability, CellTiter-Glo ATP luminescence, 48 h; Potency, µM (highest dose often 46.1 µM), inactives show at the highest dose activity, negative = less viability, usual class: cytotoxic; actives 1.6% (n = 360,000);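 further: NT is the 2HG producing partner of a matched IDH1 knockdown line; potency means the concentration at half of the fitted maximal effect; 0% = DMSO-treated cells and -100% = media-only wells without cells; nearly all actives have a fitted effect of over 55% in size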
#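 A 48-hour cytotoxicity screen used HT-1080-NT cells plated 2 hours before compound delivery. ATP-based CellTiter-Glo luminescence measured viability, normalized to DMSO and no-cell controls.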
# HT1080 IDH1KD tx – qHTS for induction of synthetic lethality in tumor cells producing 2HG: qHTS for the HT-1080-IDH1KD cell line; AID 686971, 2013; actives 2% (n = 360,000); HT-1080 IDH1 knockdown viability, ATP luminescence, 48 h; Potency, µM (highest dose often 46.1 µM), for inactives: at the top dose activity, negative = toxicity, usual class: cytotoxic;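 further: potency means the concentration at half of the fitted maximal effect; 0% = DMSO wells and -100% = cell-free medium wells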
#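 Cytotoxicity counter-line: IDH1KD HT-1080, 48 h, CellTiter-Glo. Curves classed by r2, magnitude and activity.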
# IL-1B inflam inh – qHTS for Inhibitors of Inflammasome Signaling: IL-1-beta AlphaLISA Primary Screen | THP-1 LPS/ATP IL-1B secretion, AlphaLISA, 16 h; hits give low values | activity change, % at 57.5 µM | actives 4.7% (n = 360,000) | AID 743279, 2014; in the data active means activity change below about -50%; inconclusive means mostly about -30% to -49%; further: on the % scale 0 is the no-effect control and ±100 the full control effect
#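 THP-1 cells pretreated 1 hr with compounds (up to 57.5 uM final), then stimulated with LPS (250 ng/mL final) plus ATP (1.25 mM final); secreted IL-1B measured by AlphaLISA after 16 hr, decreased signal indicating inhibition.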
# KB-3-1 cytotox – qHTS assay for MDR1-selective chemotherapeutics: Primary screen using the parental adenocarcinoma cell KB-3-1. KB-3-1 viability, CellTiter-Glo ATP luminescence, 72 h. AID 1347075, 2019. actives 1.4% (n = 400,000). Potency, µM (series often up to 46.1 µM), for the others: at the top dose activity change, negative = cytotoxic, most hits filed as cytotoxic; further: potency means the concentration at half of the fitted maximal effect; on the % scale 0 is the no-effect control and ±100 the full control effect; nearly all actives have a fitted effect of over 60% in size
#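 Screening of KB-3-1 cells (DMEM, 10% FBS, phenol-red free) ran from lowest to highest compound concentration; after 72 h at 37 °C viability was read luminescently and curves fitted.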
# HepG2 viability – qHTS for Inhibitors of TGF-b: Cytotox Counterscreen; actives 0.76% (n = 410,000); Potency, µM (top dose mostly 46.1 µM), for inactives: at the top dose activity change, negative = cytotoxicity, usual class: cytotoxic; HepG2 CAGA-GFP viability, ATP luminescence, 18 h; AID 588856, 2011; further: potency means the concentration at half of the fitted maximal effect; some results filed as inactive show a strong effect at the top dose
#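 HepG2 CAGA-GFP cells (1000/well, DMEM with 1% FBS) received compound, then TGF-beta at 500 pg/mL final, and were incubated 18 hours at 37 degrees C. Viability was read by CellTiter-Glo luminescence. Media-only wells were set as complete cell-killing and DMSO as no toxicity.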
# * = called active by the depositor; i = inactive; ? = inconclusive; nt = no result given; [ ] = remark or other dose. Unless noted, the call rests on the fitted dose curve; in most records, active means well fitted curve in the direction sought with a large enough effect; inconclusive means small, poorly fitted or top-dose-only effect, or another doubt; inactive means no such curve, though single readings can be large; an effect the other way counts as inactive or inconclusive. This is a random part of the collection; 8.9% or so of the library scored in one or more.
SMILES,ATXN viability,ATXN2 expr inh,MCF10A rereplic,SW480 rerep,HT1080-NT tox,HT1080 IDH1KD tx,IL-1B inflam inh,KB-3-1 cytotox,HepG2 viability
COc1cc(CNCCO)cc(Cl)c1OCc1ccc(Cl)cc1Cl,35µM*,16µM*,?,?,21µM*,16µM*,-83*,-4%,-190%
Cc1nn(C)c(C)c1S(=O)(=O)NCCc1ccc(Cl)cc1,i,15%,-14%,-21%,10%,13%,14,-9%,-2%
Cc1ccc(N2C(=O)CC2(C#N)c2ccc(OCc3ccccc3)cc2)cc1 (configuration not stated),i,6%,14%,5%,-14%,-28%,?,-8%,-21%
CCC(C)(C)n1nnnc1CN(Cc1cc2cc(OC)ccc2[nH]c1=O)C1CCCC1,?,-2%,5.8µM*,?,-19%,-25%,-53*,9%,-8%
C[C@H](NC(=O)[C@@H]1CCCN1C(=O)[C@@H]1CCCN1C(=O)c1ccccc1)c1ccccc1,i,1%,nt,nt,12%,8%,9,4%,nt
COC(=O)C1CN(C(=O)COc2ccccc2C)c2ccccc2O1 (configuration not stated),i,2%,1%,-4%,1%,8%,23,-1%,-5%
Cc1c(C(=O)Nc2ccc3c(c2)OCO3)oc2ccccc12,i,80%[activator],-6%,6%,-24%,-14%,?,-18%,-9%
C=Cc1ccc(N=Cc2c(O)ccc3ccccc23)cc1,?,-15%,6%,1%,-5%,?,16,12%,-7%
COc1ccc(C(N)c2csc(Nc3ccc(S(C)(=O)=O)cc3)n2)cc1 (configuration not stated),i,-6%,nt,nt,-17%,-8%,-25,9%,-10%
NC(=O)c1ccc(C(F)(F)F)n(Cc2ccc(F)c(F)c2)c1=O,?,-32%,?,-1%,-19%,-6%,1,-3%,-9%
O=C(O)c1ccc2c(c1)C(=O)/C(=C/c1ccccc1)C2=O,?,-18%,0%,4%,4%,7%,0,0%,7%
CCn1c(SCC(=O)Nc2ccc(NC(=O)c3ccco3)cc2)nnc1-c1cccs1,i,8%,3%,-1%,?,-16%,-16,18%,4%
Cc1cc(C(=O)COC(=O)CNC(=O)c2ccco2)c(C)n1Cc1ccco1,i,3%,-6%,0%,11%,4%,0,-1%,7%
COc1ccccc1CCC(=O)OCC(=O)Nc1cc(S(=O)(=O)N2CCOCC2)ccc1C,i,6%,-12%,-52%[inhibitor],8%,4%,-10,-2%,0%
COc1ccc(S(=O)(=O)N2CCC(C(N)=O)(N3CCCCC3)CC2)cc1,?,-19%,10%,-1%,-3%,10%,2,-26%,-17%
CC(C)(CNC(=O)c1ccc(NS(=O)(=O)c2ccc(Br)cc2)cc1)N1CCOCC1,i,-4%,?,5%,0%,-14%,15,?,-57%
COc1ccc(OC)c(S(=O)(=O)N2CCN(c3ccccn3)CC2)c1,i,7%,?,?,-25%,2%,-28,1%,-36%
Cc1ccc(CNc2nc3ccccc3n3c(C)nnc23)cc1,i,-1%,nt,nt,nt,nt,nt,10%,-8%
CCOC(=O)c1c(C)oc2nc(C)nc(NCc3ccccc3OC)c12,i,-2%,nt,nt,nt,nt,nt,0%,-24%
CC(C)(C)c1ccc(C(=O)NNc2ncnc3c2cnn3-c2ccccc2)cc1,i,-10%,nt,nt,nt,nt,nt,-22%,-1%
O=C(NCc1ccccc1)C1CCN(S(=O)(=O)N2CCCCCC2)CC1,i,7%,9%,-5%,2%,15%,6,-1%,-2%
CCNC(=S)N(Cc1cccs1)Cc1cc2cc(OCC)ccc2[nH]c1=O,i,-12%,-6%,-5%,4%,11%,-2,6%,-4%
C=C(Cl)COc1ccc2c(C)cc(=O)oc2c1,i,26%,8%,0%,2%,-2%,-4,11%,1%
O=C1CC(C(=O)Nc2ccccc2)C2(CCCC2)O1 (configuration not stated),i,0%,-1%,-6%,6%,3%,9,6%,-1%
COC(=O)c1c(C)[nH]c(C(=O)/C=C/c2ccccc2)c1C,i,51%[activator],-46%[inhibitor],-128%[inhibitor],28%,?,-19,-3%,9%
CCCCN(C(=O)CN1C(=O)C2CCCCC2C1=O)c1c(N)n(CCCC)c(=O)[nH]c1=O (configuration not stated),i,-14%,-20%,-129%[inhibitor],15%,16%,6,3%,4%
COc1ccc(N2C(=O)c3ccccc3NC23C(=O)N(C)c2ccccc23)cc1 (configuration not stated),i,8%,0%,5%,18%,-16%,15,6%,-2%
Cc1ccccc1C(=O)NCC(=O)OCC(=O)NNC(=O)c1ccccc1F,i,nt,nt,nt,-11%,-2%,-18,-14%,-13%
COc1c(O[C@@H]2O[C@H](CO)[C@@H](O)[C@H](O)[C@H]2O)cc2c(c1OC)-c1ccc(SC)c(=O)cc1C(NC(C)=O)CC2 (some centres not stated),i,15%,-26%,?,?,?,40,0%,-3%
Cn1nnnc1Sc1ncnc2scc(-c3ccccc3Br)c12,?,25µM*,19%,?,nt,nt,nt,0%,-19%
CC(CNc1nc2ccccc2c2nc(-c3ccccc3)nn12)c1ccccc1 (configuration not stated),i,-2%,nt,nt,nt,nt,nt,9%,-6%
O=C(CSc1ccccn1)N/N=C/C=C/c1ccccc1,i,nt,10%,-3%,-9%,-1%,-3,2%,-13%
CCOc1ccc(NC(=S)N(CCN2CCOCC2)Cc2ccc3c(c2)CCCN3CC)cc1,i,nt,7%,3%,4%,1%,0,-1%,-30%
COc1ccc(S(=O)(=O)N2CCC(C(=O)NCc3ccccn3)CC2)cc1OC,i,2%,1%,14%,12%,0%,18,15%,14%
Cc1nn(-c2ccccc2)c2c1N(CCCC(=O)NCc1ccccc1)C(=O)CS2,?,-19%,nt,nt,nt,nt,nt,?,-21%
CCN(CC(=O)NCCc1ccccc1)S(=O)(=O)c1ccc(Br)cc1,i,-12%,?,-1%,0%,0%,-6,-8%,-1%
CCOC(=O)N1CCN(C(=O)c2cc(C)c3c(C)nn(-c4ccccc4)c3n2)CC1,i,4%,1%,-9%,11%,-4%,-7,-5%,5%
Cc1cccc(OCCn2nnc3ccccc32)c1C,i,10%,?,-1%,-1%,-3%,-12,-28%,-2%
COC(=O)C(NNc1ccccc1C)(NC(=O)c1ccc(F)cc1)C(F)(F)F (configuration not stated),i,-9%,7%,1%,-10%,-9%,66,0%,-48%
CCOC(=O)c1c(-c2ccccc2)oc2ccc(NS(=O)(=O)c3ccccc3)cc12,?,?,nt,nt,nt,nt,nt,-4%,-58%
CCCCNC(=O)C(NC(=O)c1cccc(C(F)(F)F)c1)C(=O)c1ccccc1 (configuration not stated),i,-7%,nt,nt,13%,8%,21,0%,11%
Cc1cc(N2C(=O)C(O)=C(C(=O)c3ccco3)C2c2cccc(O)c2)no1 (configuration not stated),i,5%,0%,5%,?,24%,2,26%,2%
Cc1cc(/C=C2\SC(=S)N(Cc3ccco3)C2=O)c(C)n1-c1ccccc1,i,81%[activator],5.8µM*,-2%,8%,14%,-26,11%,3%
CCOc1ccccc1NC(=O)N1CCN(S(C)(=O)=O)CC1,i,-3%[11.3 µM],-4%,-2%,-1%,18%,0,5%,3%
Cc1ccc(CNC(=O)c2ccc(N3CCC4(CC3)CC(c3cccc(Br)c3)=NO4)c(N)c2)cc1,i,-3%,?,19%,-6%,0%,19,1%,-18%
O=C(NC1CCCC1)C(C1CC1)n1c(-c2ccccn2)nc2ccccc21 (configuration not stated),nt,nt,nt,nt,-2%,-8%,-5,-8%,nt
CCN(CC)C(=O)COc1ccc(S(=O)(=O)N2CCOCC2)cc1,i,-6%,-2%,0%,7%,3%,-4,-2%,-10%
CN=C1S/C(=C\c2cccc(Cl)c2Cl)C(=O)N1C,i,nt,20%,-1%,11%,11%,-29,-7%,-12%
CCOc1cc(CNCc2cccnc2)ccc1OCC(=O)NC(C)(C)C,i,nt,-6%,-99%[inhibitor],-1%,-2%,-12,-1%,1%
Cc1ccccc1C(=O)Nc1nnc(-c2ccc(C(C)(C)C)cc2)s1,?,4%,?,?,8%,10%,2,2%,6%

# More results
SMILES,ATXN viability,ATXN2 expr inh,MCF10A rereplic,SW480 rerep,HT1080-NT tox,HT1080 IDH1KD tx,IL-1B inflam inh,KB-3-1 cytotox,HepG2 viability
Cn1c(C(=O)N2CCN(c3ccc(Cl)cc3)CC2)cc2c(=O)[nH]c3ccccc3c21,i,-20%,?,1%,-8%,-4%,?,-15%,-28%
Cc1csc(NC(=O)CSc2nc(C)cs2)n1,i,-7%,-1%,-3%,1%,3%,25,-4%,8%
CC(=O)c1ccc(NC2OC(C)C(O)C(O)C2O)cc1 (configuration not stated),?,4%,-1%,-3%,17%,10%,23,7%,1%
O=C(COc1ccc2c(c1)CCC2)NCc1ccccc1,i,37%[activator],-29%,-54%[inhibitor],-5%,3%,-3,5%,-21%
O=C(NC1CCN(Cc2ccc(Cl)cc2)CC1)c1cn(-c2ccccc2)nc1-c1cccnc1,i,-23%,21µM*,6%,2%[9.24 µM],-15%,?,?,-28%

# Part of the list above, reduced to HepG2 viability.
mol	HepG2 viability
CC(=O)c1ccc(NC2OC(C)C(O)C(O)C2O)cc1 (configuration not stated)	1%
Cc1csc(NC(=O)CSc2nc(C)cs2)n1	8%
O=C(NC1CCN(Cc2ccc(Cl)cc2)CC1)c1cn(-c2ccccc2)nc1-c1cccnc1	-28%
O=C(COc1ccc2c(c1)CCC2)NCc1ccccc1	-21%
Cn1c(C(=O)N2CCN(c3ccc(Cl)cc3)CC2)cc2c(=O)[nH]c3ccccc3c21	-28%
